# Screens from PubChem.
# OX1R antag-1: antagonists of human orexin 1 receptor; O43613; CHO/OX1R cells, Fluo-8 calcium fluorescence, orexin A; inhibition, % at 5 µM; hit rate 0.43% among 330,000; AID 434989;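 active = inhibition above its plate's threshold, mean inhibition of all tested compounds on the plate plus 3 SD, cut at about 37% in these data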;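 note: 0% = orexin A challenge wells and 100% = SB-334867-A antagonist wells; not every result past the cut was called active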
# Target sequence (O43613 whole entry, looked up): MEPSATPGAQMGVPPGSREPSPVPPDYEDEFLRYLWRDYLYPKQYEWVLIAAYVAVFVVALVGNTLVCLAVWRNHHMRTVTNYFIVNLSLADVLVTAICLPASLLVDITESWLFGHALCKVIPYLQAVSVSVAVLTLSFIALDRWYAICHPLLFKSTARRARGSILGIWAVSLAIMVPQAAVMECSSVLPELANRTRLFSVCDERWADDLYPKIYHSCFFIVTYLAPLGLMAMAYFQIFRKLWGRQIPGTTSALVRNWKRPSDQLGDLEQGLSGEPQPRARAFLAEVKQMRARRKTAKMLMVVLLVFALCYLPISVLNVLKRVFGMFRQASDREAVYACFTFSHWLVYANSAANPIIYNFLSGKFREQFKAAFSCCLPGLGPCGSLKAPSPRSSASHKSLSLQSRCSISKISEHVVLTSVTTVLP
# OX1R antag-2: OX1R (human) antagonism. O43613. OX1R-expressing cells, FRET antagonist read-out. inhibition, % at 6.6 µM. hit rate 1.8% among 330,000. AID 485270; in the data active = inhibition mostly above about 38%, no sharp cut-off; inactive = mostly below about 40%;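 note: 0% = agonist challenge alone and 100% = reference antagonist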
# CHT PAM: allosterically activates the human high affinity choline transporter. B-score at 10 µM. hit rate 0.49% among 310,000. CHT-expressing cells, membrane potential dye, choline EC20; active compounds read high; LV-AA mutant CHT in HEK293 cells;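 active = initial fluorescence not abnormally high and integrated response B-score, plate-corrected, over 3 SD above library mean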
# Target sequence (Q9GZV3 whole entry, looked up): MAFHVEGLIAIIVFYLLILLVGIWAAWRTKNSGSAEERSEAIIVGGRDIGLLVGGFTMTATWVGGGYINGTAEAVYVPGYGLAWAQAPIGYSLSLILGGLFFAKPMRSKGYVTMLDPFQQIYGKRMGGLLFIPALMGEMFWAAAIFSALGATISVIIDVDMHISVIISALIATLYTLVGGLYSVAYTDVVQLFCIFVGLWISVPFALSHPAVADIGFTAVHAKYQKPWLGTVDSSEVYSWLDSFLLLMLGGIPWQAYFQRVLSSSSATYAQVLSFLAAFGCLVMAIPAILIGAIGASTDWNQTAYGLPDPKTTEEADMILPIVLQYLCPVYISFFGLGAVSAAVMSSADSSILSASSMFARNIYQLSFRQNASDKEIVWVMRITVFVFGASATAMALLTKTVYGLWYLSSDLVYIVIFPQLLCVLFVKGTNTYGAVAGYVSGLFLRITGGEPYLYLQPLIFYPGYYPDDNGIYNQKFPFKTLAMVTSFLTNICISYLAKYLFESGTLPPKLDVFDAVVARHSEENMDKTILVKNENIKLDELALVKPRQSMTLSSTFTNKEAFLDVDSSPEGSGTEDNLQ
# * hit, by the source's call; i = inactive; · = no result given; & = joins results of further samples.
CCOc1ccc(N(CC(=O)Nc2cccnc2)S(C)(=O)=O)cc1
  OX1R antag-1: -11	OX1R antag-2: 12	CHT PAM: i

Cc1cccc(NC(=O)CCCn2cc([N+](=O)[O-])cn2)n1
  OX1R antag-1: -9	OX1R antag-2: 14	CHT PAM: i

O=C(NCC(=O)N1CCCC1C(=O)O)OC1CCCCC1 (stereo unspecified)
  OX1R antag-1: -9	OX1R antag-2: 14	CHT PAM: i

Cc1cccc(-n2c(C)cc(/C=N\NC(=O)c3ccco3)c2C)c1
  OX1R antag-1: -14	OX1R antag-2: 14	CHT PAM: i

CCN(CC)S(=O)(=O)c1ccc2c(c1)nc(CCC(=O)Nc1ccc3c(c1)OCO3)n2CC
  OX1R antag-1: -25	OX1R antag-2: 5	CHT PAM: i

N/C(=N\OC(=O)c1ccc(Cl)cc1Cl)c1ccncc1
  OX1R antag-1: -16	OX1R antag-2: 3	CHT PAM: i

Cc1ccc(Nc2nc(N)nc(CCl)n2)c(C)c1
  OX1R antag-1: -19	OX1R antag-2: 2	CHT PAM: i

Cc1ccc(C(=O)O/N=C2\CC3CCC2(C)C3(C)C)cc1 (stereo unspecified)
  OX1R antag-1: -18	OX1R antag-2: 11	CHT PAM: i

COc1cccc(N2CCN(C3CC(=O)N(c4cccc(Cl)c4)C3=O)CC2)c1 (stereo unspecified)
  OX1R antag-1: -11	OX1R antag-2: 10	CHT PAM: i

O=C(Cc1ccccc1[N+](=O)[O-])N1CCc2ccccc2C1
  OX1R antag-1: -2	OX1R antag-2: 15	CHT PAM: i

COC(=O)c1ccc(CSc2nc(-c3ccco3)cc(C(F)(F)F)n2)o1
  OX1R antag-1: -26	OX1R antag-2: 42	CHT PAM: i

CSCCC(NC(=O)c1ccccc1)C(=O)NCC(C)(C)N1CCOCC1 (stereo unspecified)
  OX1R antag-1: -26	OX1R antag-2: -2	CHT PAM: ·

COc1ccc(N2C(=O)CC(NNC(=O)c3ccco3)C2=O)cc1 (stereo unspecified)
  OX1R antag-1: -8	OX1R antag-2: 31	CHT PAM: i

C=CCC(C(=O)NC(C)c1ccccc1)C(=O)NC(C)c1ccccc1 (stereo unspecified)
  OX1R antag-1: -23	OX1R antag-2: 7	CHT PAM: i

C=CCNC(=O)C1CCN(S(C)(=O)=O)CC1
  OX1R antag-1: 0	OX1R antag-2: 16	CHT PAM: i

Cc1cccc(NC(=O)c2ccc(S(=O)(=O)N(C)C)cc2)n1
  OX1R antag-1: -10	OX1R antag-2: 15	CHT PAM: i

O=S(=O)(NCc1csc(-c2cccnc2)n1)c1ccc(Cl)s1
  OX1R antag-1: 5	OX1R antag-2: 41*	CHT PAM: i

OC(COc1ccc(F)cc1Cl)CN1CCc2ccccc2C1 (stereo unspecified)
  OX1R antag-1: -27	OX1R antag-2: 11	CHT PAM: i

Cc1cccc(Cl)c1OCCCCn1ccnc1
  OX1R antag-1: -15	OX1R antag-2: 9	CHT PAM: i

S=C(NCCCNC(=S)Nc1ccccc1)Nc1ccccc1
  OX1R antag-1: -15	OX1R antag-2: 15	CHT PAM: i

COc1ccc(N(C(=O)CNC(=O)c2ccco2)C(C(=O)NC2CCCC2)c2cccnc2)cc1 (stereo unspecified)
  OX1R antag-1: -9	OX1R antag-2: 8	CHT PAM: i

O=c1c(-c2ccccc2)coc2cc(O)ccc12
  OX1R antag-1: -6	OX1R antag-2: 10	CHT PAM: i

CCC1CCCCN1CCCNC(=O)c1ccc2c(c1)N(Cc1ccc(F)cc1)C(=O)c1ccccc1S2=O (stereo unspecified)
  OX1R antag-1: -13	OX1R antag-2: 17	CHT PAM: i

CC1(C)Oc2ccc3ccc(=O)oc3c2/C(=C/NCCN/C=C2\C(=O)C(C)(C)Oc3ccc4ccc(=O)oc4c32)C1=O
  OX1R antag-1: -21	OX1R antag-2: 21	CHT PAM: i

Cc1nnc(SCC(=O)N2CCC(Cc3ccccc3)CC2)n(N)c1=O
  OX1R antag-1: -34	OX1R antag-2: 1	CHT PAM: i

CCc1nc(Cl)c(C#N)c2c1CSC(C)(C)C2
  OX1R antag-1: -18	OX1R antag-2: 14	CHT PAM: i

CCOC(=O)CC1COCCN1C(=O)c1cc(COc2ccc(F)cc2Cl)on1 (stereo unspecified)
  OX1R antag-1: -19	OX1R antag-2: 8	CHT PAM: i

COC(=O)CCC(=O)N1CCCC(CO)(Cc2ccccc2F)C1 (stereo unspecified)
  OX1R antag-1: -20	OX1R antag-2: 0	CHT PAM: i

CCN(CC)C(=O)CSc1nc2sc(C)c(C)c2c(=O)[nH]1
  OX1R antag-1: -15	OX1R antag-2: 14	CHT PAM: i

CCCCNC(=O)COC(=O)c1ccc(Cl)c(S(N)(=O)=O)c1
  OX1R antag-1: -1	OX1R antag-2: 22	CHT PAM: i

COc1ccc(N2CCN(C(=S)Nc3ccc(F)cc3)CC2)cc1
  OX1R antag-1: -22	OX1R antag-2: 9	CHT PAM: i

CCc1n[nH]c(=S)n1/N=C/c1c(C)nn(-c2ccccc2)c1Cl
  OX1R antag-1: -22	OX1R antag-2: 0	CHT PAM: i

Cc1[nH]c(=O)[nH]c(=O)c1S(=O)(=O)NCCOC12CC3CC(CC(C3)C1)C2
  OX1R antag-1: -12	OX1R antag-2: 17	CHT PAM: i

O=C(/C=C/c1ccc(Br)o1)NC(c1ccccc1)c1ccccc1
  OX1R antag-1: -34	OX1R antag-2: 40	CHT PAM: i

O=C(COC(=O)c1cn(-c2ccccc2)nc1-c1ccccc1)Nc1ncc(Cl)cc1Cl
  OX1R antag-1: -26	OX1R antag-2: 5	CHT PAM: i

O=C(c1ccc(OCCN2CCCCC2)cc1)c1c(-c2ccc(O)cc2)sc2cc(O)ccc12
  OX1R antag-1: 3&7	OX1R antag-2: 24&7	CHT PAM: i

Cc1cc(C)cc(OCC(=O)Nc2ccc3c4c(cccc24)CC3)c1
  OX1R antag-1: 0	OX1R antag-2: 7	CHT PAM: i

COc1ccc(Cn2c(O)c(C=Nc3ccc(O)cc3)c3ccccc3c2=O)cc1
  OX1R antag-1: -13	OX1R antag-2: 34	CHT PAM: i

Cc1csc(SCC(=O)Nc2ccccc2[N+](=O)[O-])n1
  OX1R antag-1: -18	OX1R antag-2: 18	CHT PAM: i

Clc1cccc(Cl)c1Cn1ccc(C2CC2)n1
  OX1R antag-1: -4	OX1R antag-2: 11	CHT PAM: i

Cc1nn(C)c(C)c1NC(=O)COc1ccc(Cl)cc1
  OX1R antag-1: 10	OX1R antag-2: -1	CHT PAM: ·

COc1ccc(CCN2CC(C(=O)Nc3cc(F)ccc3F)CC2=O)cc1OC (stereo unspecified)
  OX1R antag-1: -6	OX1R antag-2: 7	CHT PAM: i

O=C(Nc1cccc(Cl)c1)c1ccc(S(=O)(=O)NCC2CCCO2)cc1 (stereo unspecified)
  OX1R antag-1: -6	OX1R antag-2: 16	CHT PAM: i

COc1ccc(CC(=O)NC(CC(=O)O)c2ccc(OC)cc2)cc1 (stereo unspecified)
  OX1R antag-1: -22	OX1R antag-2: 30	CHT PAM: i

CN(C)c1ncc(S(=O)(=O)c2ccccc2)c(-c2ccc(Cl)cc2Cl)n1
  OX1R antag-1: -13	OX1R antag-2: 53*	CHT PAM: i

CCOC(=O)C1CCCN(C(=O)/C=C/c2ccc(Cl)cc2)C1 (stereo unspecified)
  OX1R antag-1: -27	OX1R antag-2: 5	CHT PAM: i

Cc1ccc(OCC(=O)Nc2ccc3c(c2)nc2n3CCOC2)cc1
  OX1R antag-1: -17	OX1R antag-2: 18	CHT PAM: i

Cc1ccc(NC(=O)CSc2nc(C)c(Cc3ccccc3)c(=O)[nH]2)cc1C
  OX1R antag-1: -26	OX1R antag-2: 28	CHT PAM: i

O=C(O)CCC(=O)/C=C/c1ccccc1
  OX1R antag-1: 1	OX1R antag-2: 7	CHT PAM: i

CCCS(=O)(=O)N1CCCC(C(=O)NCCN2CCOCC2)C1 (stereo unspecified)
  OX1R antag-1: -17	OX1R antag-2: -1	CHT PAM: i

O=C(Nc1ccccc1)C1COc2ccccc2O1 (stereo unspecified)
  OX1R antag-1: -11	OX1R antag-2: 4	CHT PAM: i

COc1ccc(OC)c(N(C)S(=O)(=O)c2ccc3c(c2)N(C(C)=O)CCO3)c1
  OX1R antag-1: -14	OX1R antag-2: 3	CHT PAM: i

Cn1c(=O)n(C)c2cc(N3CCCC3)c(NC(=O)c3cccc(F)c3)cc21
  OX1R antag-1: -24	OX1R antag-2: 9	CHT PAM: i

CCn1cc(C(=O)NCCCN2CCCC(C)C2)c(=O)c2cc(S(=O)(=O)N(C)C3CCCCC3)ccc21 (stereo unspecified)
  OX1R antag-1: -29	OX1R antag-2: 16	CHT PAM: i

O=C(CSc1nnc2scc(-c3ccccc3)n12)c1ccc2c(c1)OCCO2
  OX1R antag-1: 14	OX1R antag-2: 7	CHT PAM: i

COc1ccc(Nc2ncnc3sc(C)cc23)c(OC)c1
  OX1R antag-1: -12	OX1R antag-2: 9	CHT PAM: i

Oc1c(CNc2ccccc2)cc(COCc2ccccc2)c2cccnc12
  OX1R antag-1: -4	OX1R antag-2: -3	CHT PAM: ·

CCOc1ccc(/C=N/NC(=O)c2cc3ccccc3cc2OC)cc1
  OX1R antag-1: -20	OX1R antag-2: 19	CHT PAM: i

CCOc1ccc(CC(=N)C2=C(O)CC(C)(C)CC2=O)cc1OCC
  OX1R antag-1: -16	OX1R antag-2: 27	CHT PAM: i

Cc1cc(NC(=O)CSc2nnc(COc3cccc(C)c3C)n2Cc2ccco2)no1
  OX1R antag-1: 0	OX1R antag-2: 9	CHT PAM: i

Cc1nonc1OCCN1CCN(c2ccccc2[N+](=O)[O-])CC1
  OX1R antag-1: -27	OX1R antag-2: 14	CHT PAM: i

CC(C)(C)c1cc(CSC(=S)NC2CCS(=O)(=O)C2)c(Br)c(C(C)(C)C)c1 (stereo unspecified)
  OX1R antag-1: -7	OX1R antag-2: 10	CHT PAM: i

Cn1nnnc1Sc1ncnc2scc(-c3cccc(Br)c3)c12
  OX1R antag-1: -6	OX1R antag-2: 10	CHT PAM: ·

Oc1c(C=C2N=c3ccccc3=N2)sc(=S)n1-c1ccc2ccccc2c1
  OX1R antag-1: -16	OX1R antag-2: 12	CHT PAM: i

CC1(C(=O)NCC2CCCO2)Oc2cccnc2NC1=O (stereo unspecified)
  OX1R antag-1: -6	OX1R antag-2: 8	CHT PAM: i

COC(=O)c1c(NC(=O)CCCC(=O)O)sc2c1CCC2
  OX1R antag-1: -12	OX1R antag-2: 5	CHT PAM: i

CC1(C)Cc2c(sc(NC(=O)C(=O)NCC3CCCO3)c2C(N)=O)CO1 (stereo unspecified)
  OX1R antag-1: -13	OX1R antag-2: 13	CHT PAM: i

O=C(COC(=O)Cc1ccccc1F)Nc1cccc(F)c1
  OX1R antag-1: 6	OX1R antag-2: 6	CHT PAM: i

CCCNC(=O)Cn1c(-c2ccc(F)cc2)cc(C(=O)OCC)c1C
  OX1R antag-1: -33	OX1R antag-2: 14	CHT PAM: i

O=S(=O)(NCCCN1CCN(c2ccccc2F)CC1)c1cccc2cccnc12
  OX1R antag-1: -30	OX1R antag-2: 16	CHT PAM: i

Cc1ccc(C)c(N(CC(=O)NC2CCCC2)C(=O)c2cc3cc4cc(C)ccc4nc3s2)c1
  OX1R antag-1: -6	OX1R antag-2: 6	CHT PAM: i

S=c1[nH]nc(C23CC4CC(CC(C4)C2)C3)n1Cc1ccco1
  OX1R antag-1: -7	OX1R antag-2: 16	CHT PAM: i

O=C(Nc1ccc(-c2csc(Nc3ccccc3)n2)cc1)c1cc([N+](=O)[O-])cc(C(F)(F)F)c1
  OX1R antag-1: -26	OX1R antag-2: 10	CHT PAM: i

COc1ccc2nc(Nc3nc(CSc4ccc(C)cc4)cc(=O)[nH]3)nc(C)c2c1
  OX1R antag-1: -41	OX1R antag-2: 17	CHT PAM: i

CCN(CC)CCN1C(=O)C2C(C(=O)Nc3cccc(C)c3)C3C=CC2(O3)C1C(=O)NC1CCCC(C)C1C (stereo unspecified)
  OX1R antag-1: -25	OX1R antag-2: -24	CHT PAM: i

COc1cccc(N2C(=O)CC(N3CCN(S(=O)(=O)c4ccccc4)CC3)C2=O)c1 (stereo unspecified)
  OX1R antag-1: -9	OX1R antag-2: 24	CHT PAM: i

COc1c(Cl)cc(Cl)cc1CNCCNCCO
  OX1R antag-1: -15	OX1R antag-2: 2	CHT PAM: i

Cc1cccc(C(=O)NC(=S)Nc2ccc(S(=O)(=O)N3CCN(C)CC3)cc2)c1
  OX1R antag-1: -11	OX1R antag-2: 17	CHT PAM: i

O=c1oc2ccccc2cc1-c1csc(Nc2nc3ccc(F)cc3s2)n1
  OX1R antag-1: 0	OX1R antag-2: 14	CHT PAM: i

Nc1c(C(=O)c2ccc(F)cc2)oc2ccccc12
  OX1R antag-1: 18	OX1R antag-2: 31	CHT PAM: i

CCOC(=O)c1cc(-c2ccccc2)sc1NC(=O)C(C)(C)C
  OX1R antag-1: -4	OX1R antag-2: 17	CHT PAM: i

Cc1nnc(SCC(=O)N(C)CC(=O)Nc2ccc(F)cc2)n1Cc1ccccc1
  OX1R antag-1: -17	OX1R antag-2: 16	CHT PAM: i

CCN(CC)c1ccc(S(=O)(=O)N2CCOCC2)cc1NC(=O)CSc1nnc(N)s1
  OX1R antag-1: -33	OX1R antag-2: 22	CHT PAM: i

CCCc1nc(N)sc1C(=O)OCC
  OX1R antag-1: 1	OX1R antag-2: 18	CHT PAM: i

Cc1ccc(NC(=O)Cn2c(O)c(N=NC(N)=O)c3ccccc32)cc1
  OX1R antag-1: -15	OX1R antag-2: 15	CHT PAM: i

C[C@H](O)Cc1cn(-c2cc3cc(C#Cc4ccsc4)ccc3oc2=O)nn1
  OX1R antag-1: 0	OX1R antag-2: 11	CHT PAM: ·

CC(C)CC(=O)Nc1ccc(C(=O)COC(=O)C2CCC2)cc1
  OX1R antag-1: -10	OX1R antag-2: 13	CHT PAM: i

CCN1C(Nc2ccccc2)=NC[C@@H]1CC(C)C
  OX1R antag-1: -18	OX1R antag-2: 27	CHT PAM: i
